MPTP inh = mitochondrial permeability transition pore inhibitors, primary screen, biochemical, isolated mouse mitochondria, absorbance; inhibition, % at 10 µM; Ca2+ swelling absorbance, 30 min; hit rate 1.4% among 360,000;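 active = inhibition of 50% or more, scaled per plate between neutral and stimulator controls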;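 note: 0% = DMSO wells given calcium and 100% = 1 mM EGTA wells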
A3A deaminase = APOBEC3A ssDNA deaminase inhibitors, primary screen, selectivity assay for APOBEC3G inhibitor project, biochemical, FAM/TAMRA oligo cleavage fluorescence. hit rate 0.41% among 330,000. recombinant A3A, FAM/TAMRA ssDNA deamination fluorescence. AID 493011, 2011. DNA dC->dU-editing enzyme APOBEC-3A (Homo sapiens), P31941. inhibition, % at 20 µM;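 active = at least 40% inhibition at 20 µM here, with at most 30% in a related deaminase screen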;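 note: plate controls were A3A with DMSO for no effect and wells lacking A3A enzyme for full effect; some results filed as inactive read as strong as hits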
Target sequence (P31941 whole entry, looked up): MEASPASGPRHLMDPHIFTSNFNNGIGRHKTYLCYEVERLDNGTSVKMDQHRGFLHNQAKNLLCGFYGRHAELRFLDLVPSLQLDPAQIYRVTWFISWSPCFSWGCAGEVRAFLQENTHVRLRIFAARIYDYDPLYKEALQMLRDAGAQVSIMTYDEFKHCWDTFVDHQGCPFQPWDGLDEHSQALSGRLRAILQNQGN
hIAP block = human IAP inhibitors, primary screen, biochemical, luminescence, uHTS; purified IAP, CDP-Star luminescence, 30 min; hit rate 0.12% among 330,000; inhibition, % at 10 µM;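 active = inhibition reaching a set limit with compound at 10 µM in the primary screen, cut at about 35% in these data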;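 note: plate controls were DMSO wells with enzyme for no effect and no-enzyme buffer wells for full effect; values of inactives mirror those of a sister screen read the other way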
Target sequence (P09923 whole entry, looked up): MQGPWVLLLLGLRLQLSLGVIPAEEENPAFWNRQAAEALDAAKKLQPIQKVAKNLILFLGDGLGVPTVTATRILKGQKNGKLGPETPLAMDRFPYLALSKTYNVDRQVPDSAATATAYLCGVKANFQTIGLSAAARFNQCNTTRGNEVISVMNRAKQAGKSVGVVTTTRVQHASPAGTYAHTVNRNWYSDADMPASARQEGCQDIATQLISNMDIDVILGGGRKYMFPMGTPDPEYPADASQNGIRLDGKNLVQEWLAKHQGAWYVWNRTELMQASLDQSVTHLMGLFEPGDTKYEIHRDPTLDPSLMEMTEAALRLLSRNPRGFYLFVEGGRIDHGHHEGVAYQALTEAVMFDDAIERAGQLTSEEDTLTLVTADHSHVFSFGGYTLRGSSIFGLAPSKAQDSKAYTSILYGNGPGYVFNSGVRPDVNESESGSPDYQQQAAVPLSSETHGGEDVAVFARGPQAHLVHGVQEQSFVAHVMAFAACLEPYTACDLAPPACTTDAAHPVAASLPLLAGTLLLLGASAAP
APOBEC3G inh = APOBEC3G DNA deaminase inhibitors, primary screen, biochemical, fluorescence, single-stranded DNA substrate, uHTS | inhibition, % at 20 µM | AID 493012, 2011 | DNA dC->dU-editing enzyme APOBEC-3G (Homo sapiens), Q9HC16 | recombinant A3G, ssDNA deamination FAM/TAMRA fluorescence | hit rate 0.28% among 330,000;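 active = inhibition of at least 40% at 20 µM, with no more than 30% in the related APOBEC3A deaminase screen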;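 note: plate controls were DMSO wells with A3G for no effect and wells lacking A3G enzyme for full effect; some compounds called inactive have numbers as strong as hits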
Target sequence (Q9HC16 whole entry, looked up): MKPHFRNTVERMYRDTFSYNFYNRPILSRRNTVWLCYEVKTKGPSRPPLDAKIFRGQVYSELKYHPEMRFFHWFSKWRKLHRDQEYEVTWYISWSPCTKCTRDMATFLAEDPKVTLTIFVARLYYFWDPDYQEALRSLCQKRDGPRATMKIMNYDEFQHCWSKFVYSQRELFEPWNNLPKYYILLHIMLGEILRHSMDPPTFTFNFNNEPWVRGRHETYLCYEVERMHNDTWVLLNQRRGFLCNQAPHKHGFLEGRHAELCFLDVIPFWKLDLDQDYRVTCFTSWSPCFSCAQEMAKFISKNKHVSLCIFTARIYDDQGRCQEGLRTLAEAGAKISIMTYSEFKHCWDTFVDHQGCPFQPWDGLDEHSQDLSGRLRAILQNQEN
mIAP act = activators of mouse IAP, primary screen, biochemical, luminescence, uHTS; muIAP, CDP-Star luminescence, 30 min; active compounds read high; 1 = vehicle-only enzyme signal, 0 = enzyme-free wells; activation factor at 10 µM; hit rate 0.24% among 330,000;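 active = activation factor of at least 2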; note: the source names both 10 and 20 µM as test concentration; values of inactives mirror those of a sister screen read the other way
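System: Mouse IAP enzyme | Also added: CDP-Star substrate | Dosing: Compounds dispensed in DMSO | Schedule: 30 min enzyme-substrate-compound incubation at room temperature | Technique: Chemiluminescence readout | Control set: DMSO-only wells and no-enzyme negative control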
hIAP act = human IAP activators, primary screen, biochemical, luminescence, uHTS; Intestinal-type alkaline phosphatase (Homo sapiens), P09923; activation factor at 10 µM; AID 2524, 2010; hit rate 0.16% among 330,000; purified human IAP, CDP-Star luminescence, 30 min; active compounds read high; 1 = vehicle-only enzyme, 0 = enzyme-free background;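 active = activation factor of the enzyme at least 2-fold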; note: the source names both 10 and 20 µM as test concentration; values of inactives mirror those of a sister screen read the other way
mIAP inh = inhibitors of mouse IAP, primary screen, biochemical, luminescence, uHTS; inhibition, % at 10 µM; AID 2806, 2010; purified mouse IAP, CDP-Star luminescence, 30 min; intestinal alkaline phosphatase [Mus musculus]; hit rate 0.2% among 330,000;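 active = inhibition of at least 40% at 10 µM in the primary screen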;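 note: plate controls were DMSO with enzyme for no effect and no enzyme wells for full effect; values of inactives mirror those of a sister screen read the other way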
MIN6 prolif = inducers of MIN6 beta-cell proliferation, primary screen, ATP luminescence, uHTS. proliferation, % at 10 µM. AID 2380, 2010. MIN6 cells proliferation, ATPlite luminescence, 48 h; cells starved in 0.2% serum; 100% = growth in 10% serum. hit rate 0.29% among 330,000;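 active = compounds whose signal lies at least 3.5 SD above the mean of all wells on their plate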;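 note: 0% = DMSO-treated cells in low-serum medium and 100% = 10% serum control; some compounds called inactive have numbers as strong as hits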
GRIN3A LBD mod = binders of NR3A ligand-binding domain, primary screen, biophysical, differential scanning fluorimetry, uHTS; Glutamate receptor ionotropic, NMDA 3A (GRIN3A) ligand-binding domain; NR3A LBD differential scanning fluorimetry, Tm shift; 0% = protein alone, 100% = glycine-bound protein; Tm shift relative to glycine control, % at 25 µM; hit rate 2.5% among 340,000;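 active = melting temperature shift of at least 10% of the positive control shift, at one fixed dose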
* marks the source's active call; other numbers are inactive results; / = no result given; & = joins results of further samples. These rows are one share of the data, so the mix of outcomes need not match the whole.

Letter code: A = MPTP inh; B = A3A deaminase; C = hIAP block; D = APOBEC3G inh; E = mIAP act; F = hIAP act; G = mIAP inh; H = MIN6 prolif; I = GRIN3A LBD mod
O=C1CCc2cc(OCCCCc3nnnn3C3CCCCC3)ccc2N1
  A: -1.7	B: -2	C: 9	D: -5	E: 1	F: 0.91	G: -3	H: -1	I: 0
CC(C)(C(=O)c1cccnc1)c1cccnc1
  A: -0.4	B: 2	C: -2	D: -4	E: 0.97	F: 1	G: 2	H: -3	I: -1
CN(CCOc1ccc(NS(C)(=O)=O)cc1)CCc1ccc(NS(C)(=O)=O)cc1
  A: /	B: 0	C: 9	D: -6	E: 1.1	F: 0.91	G: -13	H: 4	I: /
CCCc1cc(C(N)=S)ccn1
  A: 2.0	B: -5	C: -17	D: -10	E: 0.88	F: 1.2	G: 12	H: 2	I: 12*
CCN(CC)S(=O)(=O)c1ccc(C(=O)O)cc1
  A: 0.6	B: -1	C: -6	D: -7	E: 1	F: 1.1	G: -2	H: -1	I: 0
CCOC(=O)Nc1ccc(NCc2ccc(F)cc2)nc1N
  A: 3.0	B: -8	C: -17	D: -16	E: 1	F: 1.2	G: -1	H: -7	I: -5
CCN(CC)CCOC(=O)C(c1ccccc1)c1ccccc1
  A: -1.1	B: 1	C: -14	D: -2	E: 1	F: 1.1	G: -1	H: 0	I: 6
COc1c(O)cc2c(c1O)[C@@H]1O[C@H](CO)[C@@H](O)[C@H](O)[C@H]1OC2=O
  A: 1.0	B: -3	C: -4	D: -11	E: 0.96	F: 1	G: 4	H: 2	I: -1
C/C=C(/C)C(=O)O[C@@H]1c2cc3c(c4c2[C@@]2(CO4)C(=O)C(OC)=C(OC)C=C2C[C@@H](C)[C@H]1C)OCO3
  A: -2.2	B: -1	C: 5	D: -11	E: 0.94	F: 0.95	G: 6	H: 9	I: 0
COc1ccc(Sc2ccc(NC(=O)c3ccccc3Cl)cc2C#N)cc1
  A: 4.4	B: 2	C: -10	D: -2	E: 0.98	F: 1.1	G: 2	H: -3	I: 2

Continuation.
Letter code: A = MPTP inh; B = A3A deaminase; C = hIAP block; D = APOBEC3G inh; E = mIAP act; F = hIAP act; G = mIAP inh; H = MIN6 prolif; I = GRIN3A LBD mod
CCC(Cc1c(I)cc(I)c(N)c1I)C(=O)O (stereo not drawn)
  A: 0.5	B: -3	C: -23	D: -1	E: 1.1	F: 1.2	G: -8	H: 2	I: -1
COc1cc(C(=O)NCCCCCC(=O)O)cc(OC)c1OC
  A: -4.0	B: -8	C: 4	D: -4	E: 0.86	F: 0.96	G: 14	H: 1	I: 2
Cc1ccsc1/C=C/C1=NCCCN1C
  A: -4.2&1.9&-0.6	B: 1&4	C: -8&-4	D: 8&3	E: 1&0.95	F: 1.1&1	G: -2&5	H: -3&-2	I: -2&3&2
C[C@]12CC[C@H]3C(=CCc4cc(O)ccc43)[C@@H]1CCC2=O
  A: 0.0	B: -3	C: -13	D: -2	E: 0.89	F: 1.1	G: 11	H: 0	I: -2
CC[C@]12CCCN3CCc4c(n(c5ccccc45)[C@@](O)(C(=O)OC)C1)[C@@H]32
  A: -1.9	B: 1	C: 11	D: 0	E: 1	F: 0.89	G: -2	H: 0	I: -3
CCOC(=O)Nc1ccc2c(c1)N(C(=O)CCN1CCOCC1)c1ccccc1S2
  A: 0.0&-2.2	B: -2&-2	C: -4&-2	D: -8&-9	E: 0.96&1	F: 1&1	G: 4&-4	H: 1&5	I: -5&3
CC1(C)Oc2ccc(C#N)cc2[C@@H](N2CCCC2=O)[C@@H]1O
  A: 1.7	B: -2	C: 0	D: -4	E: 0.93	F: 1	G: 7	H: 3	I: 5
C#C[C@]1(O)CC[C@H]2[C@@H]3CCC4=CC(=O)CC[C@@H]4[C@H]3CC[C@@]21CC
  A: 1.3&-0.3	B: 5&1	C: 0	D: -1&-5	E: 1.1	F: 0.97	G: 0	H: -1	I: -1&1
COc1cc(C)nc(-n2nc(C)cc2OC)n1
  A: -0.3	B: -1	C: 0	D: -7	E: 0.91	F: 1	G: 9	H: -1	I: 2
COc1cc2c(c(OC)c1OC)-c1c(cc(OC)c(OC)c1OC)C[C@H](C)[C@H](C)C2
  A: 0.1	B: 1	C: 20	D: 6	E: 1	F: 0.8	G: 0	H: 2	I: -4

The list goes on:
Letter code: A = MPTP inh; B = A3A deaminase; C = hIAP block; D = APOBEC3G inh; E = mIAP act; F = hIAP act; G = mIAP inh; H = MIN6 prolif; I = GRIN3A LBD mod
O=C(c1ccccc1)c1ccc2n1CCC2C(=O)O (stereo not drawn)
  A: -1.3	B: -1	C: 20	D: -5	E: 1.1	F: 0.8	G: -8	H: -3	I: -1
C[C@H]1c2cccc(O)c2C(O)=C2C(=O)[C@]3(O)C(O)=C(C(N)=O)C(=O)[C@@H](N(C)C)[C@@H]3[C@@H](O)[C@@H]21
  A: 80*	B: 6	C: -15	D: 8	E: 1.1	F: 1.1	G: -14	H: -3	I: 0
Nc1ncnc(Nc2ccccc2)n1
  A: -2.2	B: -3	C: 4	D: -6	E: 1	F: 0.96	G: -4	H: -1	I: -1
CN1CCN(CCCN2c3ccccc3Sc3ccc(S(=O)(=O)N(C)C)cc32)CC1
  A: 1.1	B: -7	C: 10	D: -7	E: 0.92	F: 0.9	G: 8	H: -7	I: -1
O=C(NCCN1CCOCC1)c1ccc(Cl)cc1
  A: 3.0	B: -2	C: -11	D: -6	E: 1.2	F: 1.1	G: -17	H: 3	I: 1
CCOc1ccc(NC(=S)N2CCC(C(O)(c3ccccc3)c3ccccc3)CC2)cc1
  A: 0.5	B: 0	C: 1	D: -4	E: 1	F: 0.99	G: -2	H: 0	I: -6
O=C(O)CCCCCCCC(=O)O
  A: -4.4	B: -3	C: 6	D: -2	E: 0.96	F: 0.94	G: 4	H: 1	I: -1
CN1CCC(=C2c3ccccc3CC(=O)c3sccc32)CC1
  A: 14&-2.6&0.9	B: -2&1	C: 10&3	D: -8&-7	E: 1&0.97	F: 0.9&0.97	G: -1&2	H: -6&-4	I: 0&-1&-4
CN1CCN(c2c(F)cc3c(=O)c(C(=O)O)cn4c3c2SCC4)CC1
  A: -1.2	B: -6	C: 11	D: -9	E: 1.1	F: 0.89	G: -6	H: -2	I: -1
C[C@@H]1C[C@H]2[C@@H]3C[C@H](F)C4=CC(=O)C(Cl)=C[C@]4(C)[C@@]3(F)[C@@H](O)C[C@]2(C)[C@@]1(O)C(=O)CO
  A: /	B: -4	C: -7	D: -7	E: 1	F: 1.1	G: -2	H: -1	I: /

(cont.)
Letter code: A = MPTP inh; B = A3A deaminase; C = hIAP block; D = APOBEC3G inh; E = mIAP act; F = hIAP act; G = mIAP inh; H = MIN6 prolif; I = GRIN3A LBD mod
O=c1c(O[C@@H]2O[C@H](CO)C(O)C2O)c(-c2ccc(O)c(O)c2)oc2cc(O)cc(O)c12 (stereo partly drawn)
  A: -0.8	B: 0	C: 59*	D: -3	E: 0.62	F: 0.41	G: 38	H: 2	I: -1
CN(C)CCC[C@@]1(c2ccc(F)cc2)OCc2cc(C#N)ccc21
  A: 3.4	B: -4	C: 20	D: -10	E: 1	F: 0.8	G: -1	H: 3	I: -3
CC(=O)N(CC(O)CO)c1c(I)c(C(=O)NCC(O)CO)c(I)c(C(=O)NCC(O)CO)c1I (stereo not drawn)
  A: -4.1	B: -1	C: -14	D: -8	E: 1.1	F: 1.1	G: -5	H: -1	I: -3
CCCCOC(=O)c1ccc(N)cc1
  A: -0.8	B: -1	C: -28	D: -4	E: 1.2	F: 1.3	G: -15	H: -1	I: -1
O=C1c2ccccc2C(=O)c2c(O)c(O)cc(O)c21
  A: 16	B: 5	C: 19	D: 1	E: 0.79	F: 0.81	G: 22	H: -2	I: -9
COc1ccc(S(=O)(=O)Nc2nnc(CC(C)C)s2)cc1
  A: -1.8	B: 3	C: 16	D: -7	E: 0.96	F: 0.84	G: 4	H: -1	I: -1
CCC12CCCN3CCc4c(n(c5ccccc45)C(O)(C(=O)OC)C1)C32 (stereo not drawn)
  A: -2.9	B: -3	C: 6	D: -6	E: 0.88	F: 0.94	G: 12	H: -2	I: -2
Nc1cc(=O)[nH]c(N)n1
  A: -2.1	B: 1	C: -9	D: 0	E: 0.98	F: 1.1	G: 2	H: -3	I: 4
C[C@H]1c2cccc(O)c2C(O)=C2C(=O)C3(O)C(O)=C(C(N)=O)C(=O)[C@@H](N(C)C)[C@@H]3[C@@H](O)[C@@H]21 (stereo partly drawn)
  A: 85*	B: 3	C: -5	D: -5	E: 0.94	F: 1.1	G: 6	H: -1	I: 2
CN(C)CCOC(=O)C(c1ccccc1)C1(O)CCCC1 (stereo not drawn)
  A: -2.1	B: 0	C: 17	D: -6	E: 0.99	F: 0.83	G: 1	H: 6	I: -1

An excerpt of these results, with values under each structure.
Below each compound – MPTP inh	A3A deaminase	hIAP block	APOBEC3G inh	mIAP act	hIAP act	mIAP inh	MIN6 prolif	GRIN3A LBD mod
O=c1c(O[C@@H]2O[C@H](CO)C(O)C2O)c(-c2ccc(O)c(O)c2)oc2cc(O)cc(O)c12 (stereo partly drawn)
→ -0.8	0	59*	-3	0.62	0.41	38	2	-1
CN(C)CCC[C@@]1(c2ccc(F)cc2)OCc2cc(C#N)ccc21
→ 3.4	-4	20	-10	1	0.8	-1	3	-3
CC(=O)N(CC(O)CO)c1c(I)c(C(=O)NCC(O)CO)c(I)c(C(=O)NCC(O)CO)c1I (stereo not drawn)
→ -4.1	-1	-14	-8	1.1	1.1	-5	-1	-3
CCCCOC(=O)c1ccc(N)cc1
→ -0.8	-1	-28	-4	1.2	1.3	-15	-1	-1

(cont.)
Letter code: A = MPTP inh; B = A3A deaminase; C = hIAP block; D = APOBEC3G inh; E = mIAP act; F = hIAP act; G = mIAP inh; H = MIN6 prolif; I = GRIN3A LBD mod
CCCN(CCC)C(=O)C(CCC(=O)O)NC(=O)c1ccccc1 (stereo not drawn)
  A: -0.7	B: 3&0	C: -7&-11	D: 3&-7	E: 1&1.1	F: 1.1&1.1	G: -4&-9	H: 0&-2	I: -1
CC(=O)O[C@@]12CO[C@@H]1C[C@H](O)[C@@]1(C)C(=O)[C@H](O)C3=C(C)[C@@H](OC(=O)[C@H](O)[C@@H](NC(=O)OC(C)(C)C)c4ccccc4)C[C@](O)([C@@H](OC(=O)c4ccccc4)[C@H]21)C3(C)C
  A: /	B: -1	C: -8	D: -10	E: 1.1	F: 1.1	G: -10	H: -3	I: /
O=C1c2c(O)cccc2C(C2OC(CO)[C@@H](O)[C@H](O)[C@H]2O)c2cc(CO)cc(O)c21 (stereo partly drawn)
  A: -1.5	B: -3	C: 2	D: -5	E: 0.9	F: 0.98	G: 10	H: 6	I: -4
COc1cc(NC(=O)c2cc(C3CC3)on2)c(OC)cc1Cl
  A: 7.4	B: 1	C: 16	D: -6	E: 1	F: 0.84	G: -1	H: 4	I: 14*

High-throughput results from PubChem BioAssay.
